Screening results deposited in PubChem BioAssay by The Scripps Research Institute Molecular Screening Center.
TEAD-YAP inh: TEAD-YAP interaction inhibition; HEK-TIYL cells, TEAD-Gal4/YAP UAS-luciferase luminescence; inhibition, % at 9.12 µM; 640,000 tested, 1.4% active; in the data active = inhibition above about 32%;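 also: 0% = median of test compound wells and 100% = reference inhibitor wells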
MITF inh: inhibitors of human MITF; O75030; AlphaScreen MITF homodimerization, bead proximity signal; inhibition, % at 2.6 µM; 650,000 tested, 0.91% active; AID 1259374; in the data active = inhibition above about 50%;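 also: 0% = vehicle wells with protein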
GPR151 ag: activates the human receptor GPR151. PathHunter beta-arrestin GPR151 cells, luminescence. activation, % at 11.2 µM. 650,000 tested, 1% active; in the data active = activation above about 4.9%;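 also: 0% = median of compound wells and 100% = cells with positive control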
FBW7 activator: human FBW7 E3 ligase activation, primary screen | Q969H0 | AlphaScreen FBW7–phospho-cyclin E peptide binding, activator screen | normalized activity (activation), % at 26.1 µM | 650,000 tested, 0.13% active | AID 1259310; in the data active = normalized activity above about 1.9%;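 also: purified mutant Fbw7 with reduced substrate affinity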
Target sequence (Q969H0 whole entry, looked up): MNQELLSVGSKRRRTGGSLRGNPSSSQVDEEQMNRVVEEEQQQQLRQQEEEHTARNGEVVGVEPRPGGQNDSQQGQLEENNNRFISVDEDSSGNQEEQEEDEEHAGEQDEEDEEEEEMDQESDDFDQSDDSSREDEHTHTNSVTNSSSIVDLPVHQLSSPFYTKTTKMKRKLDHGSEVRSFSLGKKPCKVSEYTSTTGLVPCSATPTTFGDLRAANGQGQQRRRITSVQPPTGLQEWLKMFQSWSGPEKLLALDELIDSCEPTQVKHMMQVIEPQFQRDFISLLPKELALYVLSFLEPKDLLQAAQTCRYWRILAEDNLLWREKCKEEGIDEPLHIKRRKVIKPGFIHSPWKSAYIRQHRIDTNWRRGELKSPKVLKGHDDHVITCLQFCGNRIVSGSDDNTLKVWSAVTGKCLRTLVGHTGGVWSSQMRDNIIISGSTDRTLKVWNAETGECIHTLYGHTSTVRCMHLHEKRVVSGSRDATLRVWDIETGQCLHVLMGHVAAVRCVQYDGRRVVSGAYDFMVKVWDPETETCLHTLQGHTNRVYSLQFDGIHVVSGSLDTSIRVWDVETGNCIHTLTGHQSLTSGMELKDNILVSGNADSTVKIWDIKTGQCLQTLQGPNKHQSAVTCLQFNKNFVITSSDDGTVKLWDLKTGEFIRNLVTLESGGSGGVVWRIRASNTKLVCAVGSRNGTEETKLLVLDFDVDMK
* marks the source's active call; other numbers are inactive results; . = not tested or not shown.

Fields – GPR151 ag	FBW7 activator	MITF inh	TEAD-YAP inh
- Cc1nc2ccc(NC(=O)CN3CCC(n4nnc5cc(F)ccc54)CC3)cc2[nH]1
  0.1	0.1	6	2
- CCOc1cccc2cc(-c3cc(=O)oc4cc(OCC(=O)OC)ccc34)c(=O)oc12
  0.3	0.0	0	1
- c1ccc(-c2nccc(Nc3ccc(N4CCOCC4)cc3)n2)cc1
  -1.8	0.1	-4	-44
- CCc1cccc(C)c1NS(=O)(=O)c1c[nH]c2ccc([N+](=O)[O-])cc12
  2.5	-0.1	-2	-3
- C/C(=N\Nc1cc(C)nc(-c2ccccc2)n1)c1ccc(O)cc1
  1.1	-0.1	1	2
- CC(C)(C)NC(=S)NC(=O)c1ccco1
  -1.0	0.0	-6	-5
- Cc1n(-c2ccccc2)c2ccc(Cl)cc2[n+]1CCO
  -1.1	1.4	19	-10
- O=C(O)c1cccc(N2C(=O)C3C4c5ccccc5C([N+](=O)[O-])(c5ccccc54)C3C2=O)c1 (centres undefined)
  -1.2	-0.1	-14	9
- COc1ccc(-c2nc(CS(=O)CC(=O)O)c(C)o2)cc1 (centres undefined)
  -1.0	-0.1	6	10
- COc1ccc(C(=O)N[C@H]2C[C@H]3C(=O)N[C@@H](CC(C)C)C(=O)N3C2)cc1
  2.5	0.0	-6	1
- OC(COc1ccc(CNC2Cc3ccccc3C2)cc1)CN1CCCCC1 (centres undefined)
  0.1	-0.1	10	3
- CC1(C)N=C(c2ccc(Br)cc2)C(=O)N1
  1.0	-0.1	-9	0
- O=C(Nc1ccccc1C(=O)NC(Cc1ccc(O)cc1)C(=O)O)c1ccccc1 (centres undefined)
  0.3	0.0	11	0
- C=CCn1c(C)c(C)n2c3c(=O)n(CC(N)=O)c(=O)n(C)c3nc12
  2.2	-0.3	2	2
- Cc1ccc2[nH]c3nc(N/N=C/c4cccc([N+](=O)[O-])c4)nnc3c2c1
  -0.6	0.0	4	-6
- Cc1ccc(NC(=O)COC(=O)c2nn(C)c(=O)c3ccccc23)cc1F
  0.2	0.1	2	0
- Cc1ccc(C(=O)Nc2c(F)c(F)cc(F)c2F)s1
  0.4	0.3	-2	-13
- COc1ccc(Cl)cc1NC(=O)c1cc2ccccc2o1
  -1.0	0.1	-1	-12
- CCCc1nc2[nH]ncc2c2cc(OC)c(OC)cc12
  0.2	0.3	3	-5
- O=C(O)c1ccccc1SC1CC(=O)N(c2ccc(N3CCCCC3)cc2)C1=O (centres undefined)
  -1.1	-0.3	8	-3
- CCCS(=O)(=O)N1CCCc2ccc(NC(=O)NCCc3ccccc3)cc21
  2.2	0.2	-1	8
- O=C(O)CNCC(O)Cn1c2ccccc2c2ccccc21 (centres undefined)
  0.0	0.0	6	-1
- CN(C)S(=O)(=O)c1ccc(C(=O)N(C(=O)N2CCCCC2)c2cccc(Cl)c2)cc1
  -0.7	-0.1	-14	-2
- O=C(Nc1ccccc1I)c1cc[n+]([O-])cc1
  1.9	-0.1	6	-14
- COc1ccc(C2=NN(C(=O)CSc3nncn3C)C(c3ccc(OC)cc3)C2)cc1 (centres undefined)
  -1.7	-0.1	-10	-8
- CC(=O)Nc1cccc(NC(=O)c2cccc([N+](=O)[O-])c2C)c1
  -0.1	-0.1	15	8
- CS(=O)(=O)N(CC(=O)NCC1CCCO1)c1ccc(C23CC4CC(CC(C4)C2)C3)cc1 (centres undefined)
  0.4	0.0	3	-7
- Cc1oc2ccc(NS(=O)(=O)c3ccc(Cl)c([N+](=O)[O-])c3)cc2c1C(=O)OC(C)C
  -0.7	0.9	9	6
- Cc1ccc(/C=C(\C#N)c2nc(-c3cc4cc(Br)ccc4oc3=O)cs2)cc1
  -0.8	0.1	6	-2
- COc1ccc(N(CC(=O)Nc2cccc(C)c2C)S(=O)(=O)c2c(C)noc2C)cc1
  -1.5	0.4	-18	8

Whole records, looked up by structure. Order of screens: GPR151 ag | FBW7 activator | MITF inh | TEAD-YAP inh
Listed for CC(=O)Nc1cccc(NC(=O)c2cccc([N+](=O)[O-])c2C)c1 : -0.1 | -0.1 | 15 | 8
Listed for CS(=O)(=O)N(CC(=O)NCC1CCCO1)c1ccc(C23CC4CC(CC(C4)C2)C3)cc1 (centres undefined) : 0.4 | 0.0 | 3 | -7
Listed for CCc1cccc(C)c1NS(=O)(=O)c1c[nH]c2ccc([N+](=O)[O-])cc12 : 2.5 | -0.1 | -2 | -3
Listed for Cc1oc2ccc(NS(=O)(=O)c3ccc(Cl)c([N+](=O)[O-])c3)cc2c1C(=O)OC(C)C : -0.7 | 0.9 | 9 | 6

The list goes on:
Fields – GPR151 ag	FBW7 activator	MITF inh	TEAD-YAP inh
- COc1ccc(/C=C(\C#N)C(=O)OCC(=O)c2ccc(F)cc2)cc1
  1.9	0.0	-4	-6
- Cc1ccc(NC(=O)/C(=C/c2cccc([N+](=O)[O-])c2)NC(=O)c2ccc(F)cc2Cl)c(Br)c1
  -0.6	0.3	16	-3
- CCOc1ccccc1CN1CCN(Cc2cc(F)cc(F)c2)CC1CCO (centres undefined)
  0.3	0.0	6	-1
- CCc1ccc2oc(-c3cccc(NC(=O)COc4ccccc4C)c3)nc2c1
  0.7	-0.1	1	-50
- O=C(NCCN1CCOCC1)c1cccc(Nc2nccc3ccccc23)c1
  0.3	-0.1	4	9
- Cc1noc(/C=C/N(C)C)c1S(=O)(=O)N(C)CCc1ccc(Cl)cc1
  -0.4	0.1	0	7
- CCOC(=O)CC1CCCCN1C(=O)c1cc(COc2ccc(OC)cc2Cl)on1 (centres undefined)
  -0.2	0.0	2	-60
- O=C1C2C3C=CC(C3)C2C(=O)N1c1ccc(Cc2ccc(N3C(=O)C4C5C=CC(C5)C4C3=O)cc2)cc1 (centres undefined)
  0.0	0.1	18	1
- Cc1cc(C)n2c(SCC(=O)NCc3ccc4c(c3)OCO4)nnc2n1
  -0.6	0.1	19	0
- CSc1cccc(NC(=O)COc2ccccc2)c1
  -1.3	-0.1	-4	-34
- CCCOc1ccc(/C=N/n2c(-c3ccncc3)n[nH]c2=S)cc1
  4.6	-0.1	-7	5
- Cc1nc2cc(N)ccc2n1Cc1ccccc1
  -0.3	-0.5	-3	5
- Cc1nc(-c2cccc(NC(=O)CCc3ccccc3)c2)cs1
  -0.2	-0.2	-7	5
- CN(C)CC(C)(O)c1ccc2c(c1)CN(C(=O)CCc1ccccc1Cl)CCO2 (centres undefined)
  -1.6	1.0	11	-3
- O=C(O)c1cccc(NC(=O)c2cccc(C(=O)Nc3cccc(C(=O)O)c3)n2)c1
  -7.0	0.3	3	-11
- COc1ccc(-c2cnn3ccc(Nc4ccc(OC)nc4)nc23)c(OC)c1
  0.5	0.6	-21	-2
- Cn1cccc1C(CNS(=O)(=O)Cc1cccc(Cl)c1)N1CCCCCC1 (centres undefined)
  -0.2	-0.3	4	-12
- COC(=O)CSc1ncnc2c1sc1nc3c(cc12)COC(C)(C)C3
  0.0	0.3	5	18
- CN(CCOc1ccccc1)C(=O)CC1C(=O)NCCN1Cc1ccc2ccccc2c1 (centres undefined)
  0.5	0.0	8	9
- CC(C)(C)CC(C)(C)c1ccc(OCC(=O)NNC(=O)/C=C/c2ccccc2Cl)cc1
  0.3	0.0	-1	4
- CC(C)(C)c1ccc(C(=O)N(Cc2ccsc2)C2CC2)cc1
  -0.9	0.1	7	4
- Cc1ccccc1CC(=O)N1CCC[C@@H]2CN(Cc3ccsc3)CC[C@H]21
  1.2	0.3	-2	-2
- CCc1nnc(SCC(=O)Nc2cccc(C(F)(F)F)c2)nc1CC
  0.6	0.0	4	-1
- CCOc1ccc(-c2csc(-c3ccccn3)n2)cc1
  -3.7	0.0	0	-19
- O=C(Cn1cnc2c(cnn2-c2ccc(Cl)cc2)c1=O)Nc1cccc(C(F)(F)F)c1
  0.4	1.1	14	3
- Cc1ccc(S(=O)(=O)Nc2ccccc2C(=O)Nc2nc(-c3ccccc3)cs2)cc1
  1.2	0.0	-6	34*
- COCCN(Cc1cc2ccc(C)cc2n2nnnc12)Cc1nnnn1C(C)(C)C
  -1.4	-0.1	-2	-6
- COCCCNC(=O)CN(c1ccccc1Cl)S(=O)(=O)c1ccccc1
  3.3	0.1	19	1
- Cn1c(Nc2nc(N)c3ncn(CCN4CCCC4=O)c3n2)nc2ccccc21
  0.5	0.0	3	7
- CCOc1cc(C2c3c(-c4ccccc4O)n[nH]c3C(=O)N2CCOC)ccc1O (centres undefined)
  0.1	-0.3	6	-11

Quoted at random: five compounds from above, in no set order.
Fields – GPR151 ag	FBW7 activator	MITF inh	TEAD-YAP inh
- COCCCNC(=O)CN(c1ccccc1Cl)S(=O)(=O)c1ccccc1
  3.3	0.1	19	1
- CCOc1ccccc1CN1CCN(Cc2cc(F)cc(F)c2)CC1CCO (centres undefined)
  0.3	0.0	6	-1
- CCc1ccc2oc(-c3cccc(NC(=O)COc4ccccc4C)c3)nc2c1
  0.7	-0.1	1	-50
- CSc1cccc(NC(=O)COc2ccccc2)c1
  -1.3	-0.1	-4	-34
- O=C(O)c1cccc(NC(=O)c2cccc(C(=O)Nc3cccc(C(=O)O)c3)n2)c1
  -7.0	0.3	3	-11

(listing goes on)
Fields – GPR151 ag	FBW7 activator	MITF inh	TEAD-YAP inh
- COc1ccc(Nc2ccn3ncc(-c4ccccc4OC)c3n2)cn1
  -0.2	-0.1	-15	2
- N#CCCN(C(=O)COC(=O)c1cc2ccccc2oc1=O)c1ccccc1F
  -0.6	0.1	-4	-58
- O=c1oc2ccccc2cc1-c1csc(Nc2ccccc2)n1
  -0.7	0.0	-5	-31
- CCN(CC)CC(CP(=O)(O)O)P(=O)(O)O (centres undefined)
  2.8	-0.2	14	-3
- c1ccc2[nH]c(SCc3cn4ccsc4n3)nc2c1
  0.7	-0.1	0	-60
- COc1ccc(-c2nc(NCc3cccc(C(F)(F)F)c3)nc(OC)n2)cn1
  0.5	-0.1	-3	-4
- COC(=O)c1cc(Br)ccc1NC(=O)c1ccccc1
  -1.9	-0.1	2	-7
- CC(C)CCN1C(=O)CCc2cc(NC(=O)NCc3ccccc3)ccc21
  2.5	0.4	-2	17
- S=C(NCc1cccs1)N1CCN(Cc2ccc3c(c2)OCO3)CC1
  2.0	0.1	-9	6
- O=C(CSc1nc2cc(C(=O)NCc3cccc(Cl)c3)ccc2c(=O)n1Cc1ccccc1)c1ccccc1
  1.8	0.1	-16	1
- O=C(CCCCCn1c(SCc2ccc(Cl)cc2)nc2cc3c(cc2c1=O)OCO3)NCc1ccc2c(c1)OCO2
  1.4	0.1	4	-7
- C/C(=N\OCC(=O)NN=C1CC(C)(C)NC(C)(C)C1)c1cccs1
  -0.7	0.0	-16	-1
- O=C(c1ccc(SCc2ccccn2)c([N+](=O)[O-])c1)N1CCc2ccccc2C1
  1.0	-0.2	0	-3
- O=C(NCCCNc1ccc([N+](=O)[O-])cc1)c1cccc(Br)c1
  1.3	0.2	2	-25
- CS(=O)(=O)N(CC(=O)Nc1ccc(F)cc1F)c1cccc(C(F)(F)F)c1
  1.1	-0.1	7	-4
- C=CCn1c(SCCOc2cccc(OC)c2)nc2sc(-c3ccccc3)cc2c1=O
  0.5	0.1	5	-20
- C[C@H]1CC[C@H]2C(=O)O[C@H](COc3ccc(C(C)(C)C)cc3)CN2[C@@H]1c1ccc(Br)cc1
  0.7	0.0	1	.
- COc1cc(/C=C2/C(=O)N(c3cccc(Cl)c3)N=C2C)ccc1Oc1ccc([N+](=O)[O-])cc1C(F)(F)F
  -1.0	0.1	-9	42*
- Cc1nc2cc3c(cc2n1Cc1ccc(C#N)cc1)OCCO3
  0.5	0.2	10	-2
- O=C1c2ccccc2S(=O)(=O)N1C/C(Cl)=C\CCl
  -1.7	0.0	-17	3
- CCCS(=O)(=O)n1nc(-c2ccc(Cl)cc2)cc1N
  -0.4	0.2	20	-3
- COc1ccc(/C=C2/NC(=O)N(Cc3ccc(Br)cc3)C2=O)cc1[N+](=O)[O-]
  0.3	0.6	17	17
- CCc1c(C)[nH]n(-c2ccc(I)cc2)c1=O
  -0.5	-0.7	-11	-11
- O=C(NCCOc1ccccc1)c1ccnc(Cl)c1
  -0.9	0.1	-1	-36
- CC(C)CC(=O)NCC1CC(=O)N(c2ccc(F)cc2)C1 (centres undefined)
  -0.8	0.1	-4	4
- COc1ccc(C(=O)N2CCN(c3nc(C)nc4sc5c(c34)CCC(C)C5)CC2)cc1 (centres undefined)
  -1.0	0.0	-1	2
- O=C1CC(c2ccc([N+](=O)[O-])cc2)c2c(ccc3ccccc23)N1 (centres undefined)
  -0.3	0.0	6	13
- NC(=O)c1c(NC(=O)/C=C/c2ccco2)sc2c1CCCCCC2
  3.6	0.1	3	-60
- CCCN(CCC)C(=O)CCS(=O)(=O)c1ccc2c(c1)OCC(=O)N2
  1.1	0.1	-6	-15
- Cc1nn(-c2ccccc2)c2c1C1(C(=O)N(C)c3ccccc31)C(C#N)=C(N)O2 (centres undefined)
  2.5	-0.1	-1	5
- CCOC1=NC(C(F)(F)F)(C(F)(F)F)N=C(N=C(SC)SC)O1
  1.4	-0.1	-2	-3
- Cc1cccc(/C=C2\SC(=S)N(CCC(=O)O)C2=O)c1
  -3.4	0.3	16	34*
- Nc1nnc(SCn2nnc3ccccc3c2=O)s1
  0.6	-0.1	7	-10

This is a random part of the collection; 3.5% or so of the library scored in one or more.
